PGC1a acetyl inh: inhibitors of PGC1a acetylation signal, primary screen, cell-based, U2OS, AlphaScreen, inhibitor mode; inhibition, % at 15.6 µM; actives 0.17% (n = 350,000); AID 651687, 2012; AlphaScreen anti-acetyl-lysine; with virally co-expressed GCN5 acetyltransferase;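 active = every replicate shows inhibition of at least 40%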;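 also: 0% = neutral control wells and 100% = positive control wells; some results beyond the cut were filed as inactive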
PAX8 inh HTS: inhibitors of PAX8-driven TPO luciferase reporter, primary screen, RMG-I cells, single concentration; SteadyGlo, 24 h; inhibition, % at 12.6 µM; actives 1.2% (n = 360,000);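 active = mean replicate inhibition at least 60% with every replicate also reaching 60%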;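 also: luciferase light reporting Pax8 driven TPO promoter activity; plate controls were median of neutral control wells for no effect and mitoxantrone controls for full effect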
Statin myotox sup: suppressors of statin myotoxicity in C2C12 myotubes, primary screen, cell-based, single point, plate reader | actives 0.78% (n = 330,000) | rescue of ATP level, % at 7.49 µM | C2C12 myotubes + simvastatin, ATP luminescence, 48 h; scaled: DMSO 0, geranylgeraniol control 100 | AID 602340, 2012;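 active = mean ATP rescue above about 67%, or every replicate alone reaching that limit, limit read from the data, passing the limit was not always enough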;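 also: myotubes were challenged with 10 µM simvastatin during compound exposure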
GSIS activator: GLuc luminescence reporter in INS-1E cells, primary screen for activators of glucose-dependent secretion of insulin. INS-1E GLuc reporter insulin secretion, 2-3 h. activation, % at 16.6 µM. actives 0.61% (n = 370,000). AID 743287, 2014;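 active = lowest replicate activation of at least 40%, so every replicate reaches that level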;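 also: 0% = median of neutral control wells and 100% = median of IBMX positive control wells; some compounds called inactive have numbers as strong as hits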
ARNT TACC3 PPI: disruptors of ARNT/TACC3 protein interaction, primary screen, biochemical, AlphaScreen, single concentration; Transforming acidic coiled-coil-containing protein 3 (Homo sapiens), Q9Y6A5; AlphaScreen His-ARNT PAS-B/GST-TACC3 binding, luminescence; TACC3 fragment carries E629A point mutation; inhibition, % at 9.99 µM; actives 0.66% (n = 390,000);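 active = mean inhibition of replicates at least 50% and at least half of replicates each reaching 50%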;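 also: 0% = complete ARNT plus TACC3 wells and 100% = ARNT alone without TACC3; many hits fall short of the cut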
LGR2 inh: inhibitors of bursicon-induced LGR2 CRE-luciferase signal, primary screen, cell-based, HEK293, CRE-luciferase reporter, bursicon stimulation. AID 720647, 2013. inhibition, % at 9.99 µM. actives 0.35% (n = 380,000). bursicon-stimulated, 4 h. Drosophila bursicon receptor LGR2 (rickets);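 active = drop in luminescence signal, shown as inhibition above about 50% in the replicate tests, limit read from the data, passing the limit was not always enough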;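 also: agonist challenge used bursicon conditioned medium at about half maximal strength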
Numbers without * were called inactive; . = not tested or not shown.

SMILES	PGC1a acetyl inh	PAX8 inh HTS	Statin myotox sup	GSIS activator	ARNT TACC3 PPI	LGR2 inh
CCCCn1c(O)c(C(CC)=NCCN2CCCCC2)c(=O)[nH]c1=O	.	-22	.	3	4	.
COc1ccc(NC(c2ccccc2F)P(=O)(Oc2ccccc2)Oc2ccccc2)cc1 (stereo unspecified)	.	-5	.	-5	-10	.
COC1C(O)C(C)OC(OC2CCC3(C)C(CCC4C3C(O)CC3(C)C(C5=CC(=O)OC5)CCC43O)C2)C1O (stereo unspecified)	47	108*	.	.	.	90*
CCOc1ccc(N2C(=O)NC(=O)/C(=C/c3cnc(SC)nc3)C2=O)cc1	-9	6	.	-1	.	.
Cc1cccc(S(=O)(=O)N2[C@@H]3Cn4c(ccc(-c5ccc(F)cc5)c4=O)[C@H]2[C@@H](C(=O)O)[C@@H]3CO)c1	.	.	-8	10	.	13
COC(=O)[C@@H]1[C@@H](CO)[C@@H]2Cn3c(ccc(-c4ccccc4)c3=O)[C@H]1N2C(=O)c1ccccc1F	.	.	-8	5	.	4
CCOC(=O)C1C2c3ccccc3O[C@@]1(C)N=C1SCC(=O)N12 (stereo partly specified)	.	.	.	0	1	-11
Cc1cc(C=C2C(=O)NC(=S)NC2=O)c(C)n1-c1ccc2c(c1)OCO2	.	.	.	-31	-3	21
CN(C)c1ccc2c(c1)N=C(c1ccco1)OP2(=S)N1CCOCC1 (stereo unspecified)	.	.	.	28	9	-26
CCCCn1c(NS(=O)(=O)c2ccccc2)c(C(=O)OCC)c2nc3ccccc3nc21	.	.	.	-37	5	5
C=CCCC1(C(C)C)C(=O)NC(=S)NC1=O	.	.	.	-3	-3	-16
CC12C(C(=O)O)C1(c1ccccc1)C2C(=O)O (stereo unspecified)	.	.	.	9	2	34
COC(=O)C(O)(c1ccc(NC(=O)Oc2ccccc2)cc1)C(F)(F)F (stereo unspecified)	.	.	.	-27	0	-18
Cc1cc(C)c(C)c(C(O)(C(=O)O)c2ccccc2)c1C (stereo unspecified)	.	.	.	-7	-2	9
OC1(c2ccc(F)cc2)CC2CCC(C1)N2Cc1nnnn1C1CCCC1 (stereo unspecified)	.	.	.	-3	1	3
COc1ccc(OP(=O)(Nc2ccccc2)Nc2ccccc2)cc1	.	.	.	-22	5	5
CCOC(=O)C1SC2(C(F)(F)C(F)F)CC1(O)c1c(c(OC)c3occc3c1OC)O2 (stereo unspecified)	.	.	.	-19	-3	-1
O=P(Oc1ccccc1)(Oc1ccccc1)C(Nc1ccccc1)c1ccccc1 (stereo unspecified)	.	.	.	-13	-8	10
CC(=O)c1ccc(OC(NC(=O)c2ccco2)C(Cl)(Cl)Cl)cc1 (stereo unspecified)	.	.	.	14	-2	0
Cc1cccc(-n2c(-c3cccs3)nc3ccccc3c2=O)c1	.	.	.	25	-1	7

One compound at a time, as listed above. Values in the order: PGC1a acetyl inh, PAX8 inh HTS, Statin myotox sup, GSIS activator, ARNT TACC3 PPI, LGR2 inh
Cc1cccc(S(=O)(=O)N2[C@@H]3Cn4c(ccc(-c5ccc(F)cc5)c4=O)[C@H]2[C@@H](C(=O)O)[C@@H]3CO)c1 as listed: ., ., -8, 10, ., 13
CCOC(=O)C1SC2(C(F)(F)C(F)F)CC1(O)c1c(c(OC)c3occc3c1OC)O2 (stereo unspecified) as listed: ., ., ., -19, -3, -1
CCOc1ccc(N2C(=O)NC(=O)/C(=C/c3cnc(SC)nc3)C2=O)cc1 as listed: -9, 6, ., -1, ., .
CC(=O)c1ccc(OC(NC(=O)c2ccco2)C(Cl)(Cl)Cl)cc1 (stereo unspecified) as listed: ., ., ., 14, -2, 0

Ordered by number of heavy atoms (ascending): part of the list above
SMILES	PGC1a acetyl inh	PAX8 inh HTS	Statin myotox sup	GSIS activator	ARNT TACC3 PPI	LGR2 inh
Cc1cccc(-n2c(-c3cccs3)nc3ccccc3c2=O)c1	.	.	.	25	-1	7
Cc1cc(C=C2C(=O)NC(=S)NC2=O)c(C)n1-c1ccc2c(c1)OCO2	.	.	.	-31	-3	21
OC1(c2ccc(F)cc2)CC2CCC(C1)N2Cc1nnnn1C1CCCC1 (stereo unspecified)	.	.	.	-3	1	3

New compounds follow:
SMILES	PGC1a acetyl inh	PAX8 inh HTS	Statin myotox sup	GSIS activator	ARNT TACC3 PPI	LGR2 inh
COC(=O)[C@H]1[C@H](CO)[C@H]2Cn3c(ccc(-c4ccccc4)c3=O)[C@@H]1N2CC1CCCC1	1	.	.	-12	.	6
CN1CCc2c(C#N)c(Cl)nc(Cl)c2C1	.	-1	.	12	.	5
Cc1ccc(/C=C2/C(=O)NC(=O)N(CC3CCCO3)C2=O)s1 (stereo unspecified)	.	-63	.	25	.	6
c1ccc(Cc2cnc(N3CCNCC3)nc2)cc1	.	-12	.	7	.	-11
CN(C)C(Cc1ccc(Cl)cc1)C(=O)c1ccccc1 (stereo unspecified)	.	-53	.	-17	.	-20
c1ccc2c3c(ccc2c1)OCC1CONC31 (stereo unspecified)	.	-2	.	0	.	-3
Cc1ccc(-n2c(O)c(/C=N/NC(=O)c3ccncc3)c(=O)[nH]c2=O)cc1	.	-7	.	-7	.	1
CCOC(=O)[C@]12Cc3cc(OC)ccc3[C@H]1N(CC(=O)OC)C(=O)c1ccccc12	.	-7	.	-4	.	0
O=c1[nH]c2cc(Cl)ccc2n1C1CCN(Cc2ccc(-c3nc4ccc(F)cc4nc3-c3ccccc3)cc2)CC1	.	32	.	-17	.	0
COc1cccc(C(=O)NCCN2CCC3(CC2)C(=O)NCN3c2ccccc2)c1	.	15	.	36	.	-7
CCOC(=O)[C@]12Cc3cc(OC)ccc3[C@H]1N(C1CCCCC1)C(=O)c1ccccc12	.	76*	.	-29	.	50*
CC(C)(C)C(=O)NC1CCSC1=O (stereo unspecified)	.	1	.	6	.	20
Cc1ccccc1NC(=S)NC(NC(=O)CF)C(Cl)(Cl)Cl (stereo unspecified)	.	9	.	12	.	1
COC(=O)[C@@H]1N=C(c2ccc(OC)cc2)O[C@]12C(=O)N(Cc1ccccc1)c1ccccc12	.	9	.	-20	.	3
Cn1cc2c([N+](=O)[O-])cc([N+](=O)[O-])cc2n1	.	19	.	-3	.	4
CCOC(=O)[C@]12Cc3cc(OC)ccc3[C@H]1N(Cc1ccccc1)C(=O)c1cc(OC)ccc12	.	6	.	-2	.	18
CC1N=C(c2ccccc2Cl)c2cc(Br)ccc2NC1=O (stereo unspecified)	.	9	.	14	.	18
CCOC(=O)[C@]12Cc3cc(C)ccc3[C@H]1N(Cc1ccccc1)C(=O)c1cc(F)c(F)cc12	.	8	.	-9	.	35
CCCN1CCC[C@@H]2Cc3nc(N)ncc3C[C@H]21	.	-21	.	-15	.	2
Cc1ccc(N2Cc3ccccc3-n3nncc3C2)cc1	.	29	.	-24	.	-4
C=CCNC(=S)/N=C/c1c(O)[nH]c(=O)[nH]c1=O	.	3	.	-6	.	-2
COc1ccccc1N1C(=O)NC(=O)/C(=C/c2ccc([N+](=O)[O-])s2)C1=O	.	21	.	-23	.	-4
O=P1(NCCCl)OCCC(OO)N1CCCl (stereo unspecified)	.	3	.	5	.	-8
c1ccc2c[n+](CCCCCCCCCC[n+]3ccc4ccccc4c3)ccc2c1	.	81*	.	-22	.	5
CSc1ccccc1C(=O)C1CCCN(Cc2cccc(C)n2)C1 (stereo unspecified)	.	3	.	-5	.	8
CN1C(=O)C(=Cc2ccc(Sc3ccccc3)o2)C(=O)N(C)C1=O	.	0	.	4	.	-5
COc1ccc(OC)c2c1CCC1NCCOC21 (stereo unspecified)	.	26	.	-1	.	15
NCCc1nc2ccccc2s1	.	28	.	6	.	-15
O=[N+]([O-])c1ccc(N2CCNCC2)cc1Sc1ccccn1	.	-6	.	5	.	-14
N=C1c2ccccc2CN1NC(=O)c1ccccc1	.	-24	.	-2	.	-15
CC(C)CCN1CCN(Cc2c(F)cccc2Cl)CC1CCO (stereo unspecified)	.	-9	.	8	.	20
O=C(CNC(=O)c1cccc(Cl)c1)Nc1ccc(Br)cc1C(=O)c1ccccc1	.	30	.	-18	.	6
Cc1ccc2nc(-c3ccc(CN4CCC(n5c(=O)[nH]c6ccccc65)CC4)cc3)c(-c3ccccc3)nc2c1	.	65*	.	-6	.	2
COc1cccc(NP(=O)(Oc2ccc(Cl)cc2)Oc2ccc(Cl)cc2)c1	.	-1	.	-23	.	25
CC(C)S(=O)(=O)N1Cc2ccc(Br)cc2-n2nncc2C1	.	-10	.	5	.	-9
O=C1CN=C(c2cccc(Br)c2)c2cc(Br)ccc2N1	.	18	.	2	.	-10
O=C(NCCN1CCC2(CC1)C(=O)NCN2c1ccccc1)c1cccc(F)c1	.	1	.	41	.	15
COC(=O)C1=C(c2ccc(OC(F)(F)F)cc2)C[C@@H]2CC[C@H]1N2C(=O)N1CCc2cc(OC)c(OC)cc2C1	.	14	.	-16	.	15
c1ccc(-c2nc3ccccc3nc2-c2ccc(CN3CCC(n4nnc5ccccc54)CC3)cc2)cc1	.	17	.	-10	.	31
c1ccc2c(c1)CSc1ccccc1C2C1=NCCN1 (stereo unspecified)	.	1	.	2	.	5

Shown as labelled records: entries from further up.
O=c1[nH]c2cc(Cl)ccc2n1C1CCN(Cc2ccc(-c3nc4ccc(F)cc4nc3-c3ccccc3)cc2)CC1
  PGC1a acetyl inh: .	PAX8 inh HTS: 32	Statin myotox sup: .	GSIS activator: -17	ARNT TACC3 PPI: .	LGR2 inh: 0

COc1cccc(C(=O)NCCN2CCC3(CC2)C(=O)NCN3c2ccccc2)c1
  PGC1a acetyl inh: .	PAX8 inh HTS: 15	Statin myotox sup: .	GSIS activator: 36	ARNT TACC3 PPI: .	LGR2 inh: -7

CCOC(=O)[C@]12Cc3cc(OC)ccc3[C@H]1N(C1CCCCC1)C(=O)c1ccccc12
  PGC1a acetyl inh: .	PAX8 inh HTS: 76*	Statin myotox sup: .	GSIS activator: -29	ARNT TACC3 PPI: .	LGR2 inh: 50*

CC(C)(C)C(=O)NC1CCSC1=O (stereo unspecified)
  PGC1a acetyl inh: .	PAX8 inh HTS: 1	Statin myotox sup: .	GSIS activator: 6	ARNT TACC3 PPI: .	LGR2 inh: 20

Next part:
SMILES	PGC1a acetyl inh	PAX8 inh HTS	Statin myotox sup	GSIS activator	ARNT TACC3 PPI	LGR2 inh
O=c1[nH]c(=S)n(Cc2ccc(F)cc2)c(O)c1/C=N/N1CCCCCC1	.	7	.	-33	.	-12
CC12Nc3ccccc3C(=O)N1Cc1cnnn1-c1ccccc12 (stereo unspecified)	.	-2	.	6	.	-9
Cc1nc2ccccc2c(=O)n1-c1ccc(Br)cc1[N+](=O)[O-]	.	-8	.	13	.	26
O=C(NCP(=O)(Oc1ccccc1)Oc1ccccc1)OCc1ccccc1	.	10	.	-9	.	2
Cc1cc(N2CCNC[C@@H]2C)ccc1N1CC[C@H](O)C1	.	1	.	0	.	-14
CCOC(=O)c1cc2cc(OC)ccc2n1C1CCN(Cc2ccccc2)CC1	.	2	.	-13	.	-8
COc1ccc2c(c1)C1OCCNC1CC2 (stereo unspecified)	.	10	.	3	.	6
Cc1ccc(C(=O)N[C@@H](C)CN2C3=NC[C@@H](Cc4ccccc4)N3C[C@H]2Cc2ccc(O)cc2)cc1Br	.	111*	.	-53	.	30
O=c1[nH]c(O)c(N=Nc2cccc(S(=O)(=O)N3CCOCC3)c2)c(=O)[nH]1	.	9	.	3	.	-21
CN(C)CC1CCCCC1OC(=O)c1ccc(Cl)c(Cl)c1 (stereo unspecified)	.	6	.	-2	.	29
O=C(NCCN1CCC2(CC1)C(=O)NCN2c1ccccc1)c1ccccc1F	.	-8	.	17	.	8
Nc1c(C(=O)NCc2ccco2)c2nc3ccccc3nc2n1Cc1ccccc1	.	12	.	-17	.	5
O=c1[nH]c2ccccc2n1C1CCN(Cc2ccc(-c3[nH]c4cc5ncnc5cc4nc3-c3ccccc3)cc2)CC1	.	72*	.	12	.	4
CN1C2(C)c3ccccc3C1(c1ccccc1)c1ccccc12	.	12	.	-11	.	-3

Bioassay records as filed in PubChem BioAssay.

Only part of the results is shown; the hit share may differ from the screen's.
